# mcGAS RapidFire: blocks mouse cGAS cGAMP production. 130,000 compounds, 0.18% hits. AID 1259397. Q8C6L5. recombinant mouse cGAS, cGAMP by RapidFire MS. inhibition, % at 12.5 µM;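 active means inhibition of cGAS enzyme activity at or above 60%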;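 further: enzyme stimulated by 45 bp dsDNA with ATP and GTP substrates; cGAMP share of summed cGAMP plus half ATP and half GTP signals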
# Target sequence (Q8C6L5 whole entry, looked up): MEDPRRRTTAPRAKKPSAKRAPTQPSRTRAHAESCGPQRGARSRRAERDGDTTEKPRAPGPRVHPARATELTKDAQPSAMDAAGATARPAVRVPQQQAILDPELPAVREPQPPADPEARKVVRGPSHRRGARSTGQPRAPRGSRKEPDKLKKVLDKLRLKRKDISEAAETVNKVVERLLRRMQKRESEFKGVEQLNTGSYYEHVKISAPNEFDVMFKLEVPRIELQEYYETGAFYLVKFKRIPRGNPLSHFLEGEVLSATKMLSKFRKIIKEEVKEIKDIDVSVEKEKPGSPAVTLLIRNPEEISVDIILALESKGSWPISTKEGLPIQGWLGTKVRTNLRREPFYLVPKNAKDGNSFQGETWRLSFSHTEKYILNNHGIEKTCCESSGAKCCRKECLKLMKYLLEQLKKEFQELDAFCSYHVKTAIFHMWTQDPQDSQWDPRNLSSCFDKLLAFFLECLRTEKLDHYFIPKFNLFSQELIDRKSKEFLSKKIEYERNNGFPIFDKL
# * marks the source's active call; other numbers are inactive results; & = joins results of further samples.
smiles | mcGAS RapidFire
Fc1ccc(C2CCCN2Cc2nc(Cc3cccc(C(F)(F)F)c3)no2)cc1 (centres undefined) | -3.7
COc1cccc2c1OCCCN(Cc1nc(-c3ccccn3)no1)C2 | -4.9&-4.1
CCS(=O)(=O)c1ccc(NC(=O)c2ccc(Br)cc2)cc1 | -10.8
CC(C)c1cc(=O)[nH]c(-n2nc(-c3cccs3)cc2NC(=O)COc2ccc(F)cc2)n1 | -0.3
CCC(=O)N1CCCN(CCCN2C(=O)NC(C)(C)C2=O)CC1 | -9.8
c1nc(N2CCN(Cc3cc4n(n3)CCNC4)CC2)c2[nH]cnc2n1 | 7.7
Fc1ccc(CC2CCN(CC3CCOC3)CC2)cc1 (centres undefined) | -12.0
CN(C)CC1(O)CCN(C(=O)c2ccc(-n3cnnc3)cc2Cl)C1 (centres undefined) | -19.2
Cc1noc(C)c1CN(C)C(=O)c1n[nH]c2c1CC(C)CC2 (centres undefined) | -7.9
COc1cc2c(cc1OC)C(=O)OC2 | -2.0
O=C(CS(=O)Cc1ccc(-n2cccn2)cc1)NCC(F)(F)F (centres undefined) | -7.2
CC(=O)c1[nH]c(C)c(C(=O)NCCN(C)S(C)(=O)=O)c1C | -14.6
O=C(NC1CC1)C1CN(Cc2ccc(-c3ccccn3)cc2)CCN1 (centres undefined) | -3.3
COC(=O)Cc1ccc(OCC(=O)NC(C)c2ccc(Cl)cc2)cc1 (centres undefined) | -4.3
Cc1ccc(NC(=O)C2CSCN2C(=O)c2csnn2)cc1C (centres undefined) | -4.5
Cc1ccc2c(c1)C1CCCC3C1N2CC(=O)N3Cc1ccccc1 (centres undefined) | -10.5
Cc1c(O)c(=O)ccn1C | -1.9&2.0
C=c1oc(C)cc1=C1NN=C(c2c(F)cccc2Cl)O1 | -9.0
CN(C)CCNc1nc(Oc2cccc(F)c2)c2sccc2n1 | 7.9
C=C(C)Cn1c(=O)c2c(nc3n(CC)c(C)cn23)n(C)c1=O | -3.8
C=CCn1c(=NC(C)=O)sc2cc(OCC)ccc21 | -7.5
O=C(CN1CCc2ccccc21)Nc1cc2c(cc1Cl)OCCCO2 | -0.7
COc1ccc(Cl)c2sc(N3CCN(C(C)=O)CC3)nc12 | -4.8
COc1ccc(C)cc1-c1csc(NC(=O)C(C)C)n1 | -9.6
CC(=O)Nc1ccc(S(=O)(=O)Nc2c(C(C)C)cccc2C(C)C)cc1 | 2.7
CC(c1ccccc1Cl)N(C)C(=O)Nc1ccc(S(C)(=O)=O)cc1 (centres undefined) | -10.0
Cc1ccc(-n2c(N)c(C#N)c(C#N)c2-c2ccc(N(C)C)cc2)cc1 | 20.8
O=C(NC1CC(=O)N(c2ccccc2)C1)C1CC(c2ccccc2)=NO1 (centres undefined) | -9.6
COc1ccc(/C=C2N=C(/C=C/c3cccc([N+](=O)[O-])c3)OC\2=O)c(OC)c1OC | -11.0
Cc1cc(Br)cc2c1N(C(=O)C1CCOCC1)CCC2 | -25.4
O=C(NCC1CCS(=O)(=O)C1)c1sccc1-c1ccc(F)cc1 (centres undefined) | -2.6
COc1nc2ccccc2cc1-c1cnc(N)c(C)c1 | -9.5
CCSc1nc(CC(=O)NCCc2cnc[nH]2)cs1 | -35.3
O=C(NCc1ncccn1)c1cc2occc2n1CC1CCCCO1 (centres undefined) | -1.7
CC1(Cc2ccc(C(=O)c3ccccc3)cc2)C(=O)Nc2cc(Cl)ccc21 (centres undefined) | -5.4
CN1CC2(CCN(C(=O)c3ccccc3Oc3ccccc3)C2)OC1=O (centres undefined) | -8.2
CC(=O)NCc1ccc(S(=O)(=O)N(C)CCOc2ccc(Cl)cc2)s1 | -13.2
Cc1noc(CN(C)C(C)c2sc(-c3ccccc3)nc2C)n1 (centres undefined) | -44.9
Cn1cc(S(=O)(=O)Oc2ccc(Oc3ccccn3)cc2)c(=O)n(C)c1=O | -2.8
Cc1ccc(C)c(NC(=O)CN(C)C(=O)CN2C(=O)CSc3ccccc32)c1 | -2.4
CC(C)C1=NOC(C(=O)N2CCC(CO)(Cc3cccc(C(F)(F)F)c3)CC2)C1 (centres undefined) | -4.5
CCOc1ccc(CN(CC)CC(=O)N2c3ccccc3NC(=O)CC2C)cc1OC (centres undefined) | -10.8
CC(c1ccc(S(C)(=O)=O)cc1)N(C)Cc1ncc(Cl)n1C (centres undefined) | 1.0
CC(C)CNC(=O)CN1CCCC1COc1ccc(Cl)cc1 (centres undefined) | -5.0
O=C1OC(c2ccc(C(F)(F)F)cc2)=NC1=Cc1ccc(N2CCCC2)c([N+](=O)[O-])c1 | -4.0
COc1ccc(OC)c(N2CCN(C(=O)Nc3cccc(Cl)c3)C(C)C2=O)c1 (centres undefined) | -0.6
COc1ccccc1-n1cc([C@@H]2C[C@H]3CN(c4ccccc4)C(=O)[C@]34CCCN24)cn1 | -5.3
O=S(=O)(CC1CCCCO1)Oc1ccc(Oc2ccccc2)cc1 (centres undefined) | -2.9
COc1ncc(-c2c(-c3ccccc3)ncn2CC(C)C)cn1 | -14.0
CC(=O)c1ccc(F)cc1-c1cc(N)nc2[nH]ccc12 | -0.1
Cc1ccc(N2CCN(C(=O)C34CC5CC(CC(C5)C3)C4)CC2)cc1Cl | 10.7
Cc1noc(C2CCCN2Cc2cnc(-c3ccccc3C)s2)n1 (centres undefined) | -1.6
Cc1nnc(-c2ccccc2-c2ccccc2CO)o1 | -30.0
CNS(=O)(=O)c1cc(C(=O)OCc2ccc(C(C)C)cc2)n(C)c1 | 0.4
Cc1cccc(CN2CCN(Cc3cnc(N4CCCCC4)nc3)CC2)c1 | -33.7
Cc1nccn1-c1ccc(NC(=O)C2CCCN(C/C=C/c3ccco3)C2)cc1 (centres undefined) | -7.1
CCCN(Cc1nccn1C)C(=O)c1cn(-c2ccccc2)nn1 | -5.0
CCOc1ccc(NC(=O)c2nc(C)n(-c3ccc(Cl)cc3)n2)cc1 | 7.9
Cc1cc(C)c(-c2ccc(=O)n(CC(=O)N3CCCC3)n2)cc1C | -10.1
O=C(NCc1cccnc1N1CCc2ccccc2C1)c1cccc2c1OCC2 | -4.2

# Following part:
smiles | mcGAS RapidFire
COc1ccc2nc(Cl)c(Cl)nc2c1 | 16.1
Cc1cc(F)ccc1CNC1CCN(Cc2ccncc2)CC1 | -3.1
NS(=O)(=O)c1ccc(NC(=O)CCC(=O)O)cc1 | 2.1
COc1cc(C2(c3ccc(O)c(OC)c3)C(=O)Nc3c(C)cc(Br)cc32)ccc1O | -10.3
C[n+]1ccc(C(=O)Nc2ccccc2)cc1 | 5.8
Cc1c(/C=C/c2ccc(Br)cc2F)n[nH]c(=O)c1C#N | 16.4
C=CCC1(O)CC(c2ccc(C)cc2)NC(c2ccc(C)cc2)C1C (centres undefined) | -1.0
O=C(NCCCn1nc(-c2ccncc2)ccc1=O)Nc1ccc(C(F)(F)F)cc1 | -0.3
Cc1ccc(-n2c(=O)[nH]c3c(C(N)=O)nc(-c4cccs4)nc32)cc1 | -8.1
c1ccc(CC2CCN(Cc3cc4n(n3)CCCNC4)C2)cc1 (centres undefined) | -20.1
COc1cc(C=C2N=C(c3ccccc3OC(F)F)OC2=O)cc(OC)c1 | -4.9
O=C(O)c1ccccc1C1CCN(C(=O)c2cccc3cccnc23)C1 (centres undefined) | -5.2
CN1CC2(CCCN(C(=O)Cn3c(=O)oc4ccccc43)CC2)OC1=O (centres undefined) | -28.9
Cc1nc(N)nc(C)c1CC(=O)NC(c1nccn1C)C(C)C (centres undefined) | -9.3
CC(C)CN(CN1C(=O)C(C)N(c2ccc(Cl)cc2)C1=O)C1CC1 (centres undefined) | -16.4
CC1CC(C)CN(Cc2nc3ccccc3c(=O)n2Cc2ccco2)C1 (centres undefined) | 0.5
O=c1c2ccccc2c(C=Nc2ccc3c(c2)OCCO3)c(O)n1-c1ccc2c(c1)OCO2 | -7.9
CCCn1c(=O)[nH][nH]c1=S | -6.5
CCOC(=O)c1ccc(N2CC(C)Cn3c2nc2c3c(=O)n(C)c(=O)n2C)cc1 (centres undefined) | 0.7
O=C(Cc1ccccc1C(=O)Nc1ccc2c(c1)CCC2)NCC1CCN(Cc2cccnc2)CC1 | -0.1
COc1ccc(NC(=O)CSc2ncnc3sc(C)cc23)c(OC)c1 | -0.4
O=C1C=C(Nc2ccccc2Cl)C(=O)N1Cc1ccco1 | 0.0
CCCCC(=O)OCC1CN=C(c2ncccn2)NO1 (centres undefined) | -7.1
COc1cc(OC)cc(N2CCN(C(=O)[C@@H]3CCCN3C(=O)[C@H](C)CSC(C)=O)CC2)c1 | -8.0

# Fetched by compound from the entries so far (4):
smiles | mcGAS RapidFire
Cc1nc(N)nc(C)c1CC(=O)NC(c1nccn1C)C(C)C (centres undefined) | -9.3
O=C1C=C(Nc2ccccc2Cl)C(=O)N1Cc1ccco1 | 0.0
CCCn1c(=O)[nH][nH]c1=S | -6.5
CC(C)CN(CN1C(=O)C(C)N(c2ccc(Cl)cc2)C1=O)C1CC1 (centres undefined) | -16.4

# The listing continues.
smiles | mcGAS RapidFire
CS(=O)(=O)c1ccc(-n2nc(C(=O)O)c(=O)n(Cc3ccccc3F)c2=O)cc1 | -4.2
COC(=O)C1=C(C)NC(=S)NC1c1ccc(C)cc1 (centres undefined) | -3.0
C=C(C)COc1cccc(C(=O)N(C)Cc2cnn(CC)c2C)c1 | -15.8
COc1ccccc1NC(=O)NCCS(=O)(=O)c1c(C)n(Cc2ccc(F)cc2)c2ccccc12 | -21.8
NC(=O)C12CC3CC(C1)CC(C(N)=O)(C3)C2 | -0.3
CC(c1ccccc1)N(C)CC(=O)Nc1ccc(C#N)cc1 (centres undefined) | -18.7
Cc1ccc(Cn2c(C)c(C(=O)NCC3CC3)sc2=O)cc1 | -7.2
O=S(Cc1cccc(C(F)(F)F)c1)Cc1ccc(Cl)cc1Cl (centres undefined) | 0.8
CN(CC1COCCO1)C(=O)CC1(c2ccc(-c3ccccc3)cc2)CC(=O)N(C)C1=O (centres undefined) | -9.0
CCOC(C(=O)N=c1sccn1C)(c1ccccc1)c1ccccc1 | -16.2
CC(=O)N1CCC(CN(C)C(=O)c2cnn(-c3ccccc3F)c2C)C1 (centres undefined) | -8.3
CC1CCc2c(sc(NC(=O)c3cc4c(s3)CCCCC4)c2C(N)=O)C1 (centres undefined) | -10.0

# Part of the list above, as labelled records.
> O=S(Cc1cccc(C(F)(F)F)c1)Cc1ccc(Cl)cc1Cl (centres undefined)
  mcGAS RapidFire = 0.8

> CC(c1ccccc1)N(C)CC(=O)Nc1ccc(C#N)cc1 (centres undefined)
  mcGAS RapidFire = -18.7

> C=C(C)COc1cccc(C(=O)N(C)Cc2cnn(CC)c2C)c1
  mcGAS RapidFire = -15.8

> CN(CC1COCCO1)C(=O)CC1(c2ccc(-c3ccccc3)cc2)CC(=O)N(C)C1=O (centres undefined)
  mcGAS RapidFire = -9.0

# Next section
smiles | mcGAS RapidFire
CC(C)c1nccn1CCCNC(=O)c1ccc(N2[C@@H]3CC[C@H]2CNC3)nc1 | -21.7
S=C(NCc1ccccc1)N1CCn2cccc2C1c1cccnc1 (centres undefined) | -6.7
CC1(C)C=C2C(=NN(c3ccccc3)C(=N)C2C#N)CO1 (centres undefined) | -7.1
c1ccc(Cc2nnc3sc(-c4cnccn4)nn23)cc1 | 1.4
Cc1nccn1CCCCn1nc(Br)nc1Br | -1.6
COCCCNC(=O)Cn1ncn2cccc2c1=O | -5.9
CC(C)c1noc(C(C)NC(=O)c2cccc3c2NCCC3)n1 (centres undefined) | -19.5
O=C(Cc1n[nH]c2nc3ccccc3n2c1=O)c1ccc(Cl)cc1 | 10.5
COc1ccc2c(c1)CN(C(=O)Nc1ccc3c(c1)CCCN3C)CC2 | 11.4
COC(=O)C(C)OC(=O)c1ccc(Oc2nc(N(C)C)nc(N(C)C)n2)cc1 (centres undefined) | -4.0
O=C(CNCc1ccco1)N1CC(=O)N(c2cccc(Cl)c2)C1 | -1.1
Cc1c(CC(=O)NC2CCOC(C)(C)C2)cnn1-c1ccccc1 (centres undefined) | -9.7
COc1cc(CNc2ccc(CNc3ncn[nH]3)cc2)cc(Cl)c1OCc1ccccc1 | -1.3
CCCc1nnc(C(=O)N2CCC3(CC2)CNC(=O)O3)o1 | -4.8
Clc1cc(CSc2nnc(-c3c[nH]c4ccccc34)o2)cc2c1OCCO2 | -3.3
CC(C)n1ccc(CNC(c2cccs2)C(C)(C)C)n1 (centres undefined) | 23.6
Cc1cc(Br)ccc1NC(=O)CN(C)C(C)C(=O)Nc1ccc(Cl)cn1 (centres undefined) | 15.3
Cn1cccc1CNC(=O)N1CCN(c2cc(F)ccc2F)CC1 | -6.6&-4.3
Cn1c(CCC(=O)NC2CCC(n3cnnc3)CC2)nc2cccnc21 (centres undefined) | -13.9
CCCCN1N=C(C)Cn2c1nc1c2c(=O)n(CCCC)c(=O)n1C | -9.1
c1cncc(-c2nc(NCc3ccccc3CN3CCCC3)c3ccccc3n2)c1 | -13.3
O=C(CSc1nccc(=O)[nH]1)c1ccc(Cl)s1 | -4.5
CCCn1c(N)c(N(C)C)c(=O)[nH]c1=O | 15.3
C=CCN(CC(=O)Nc1cc(C)no1)Cc1cccc(C#N)c1 | -10.2
CC(=O)c1csc(NC(=O)CCCc2ccc(C)cc2)n1 | -20.7
Cc1cc(Br)ccc1NC(=O)CN(C)C(=O)CN1C(=O)C(C)Oc2ccccc21 (centres undefined) | -2.9
O=c1c2ccc(Cl)cc2[nH]c(=S)n1C1CCCC1 | -8.4&-7.2
CS(=O)(=O)c1ccc(CCNc2ccc(Cl)c(C#N)n2)cc1 | -3.2
COCCNC(=O)C1(C)CCCN(Cc2nccs2)C1 (centres undefined) | -2.8
CN(C)CCNC(=O)c1coc(N2CCN(Cc3ccccc3C#N)C2=O)n1 | 0.9
Cn1cc(S(=O)(=O)N2CCC(C(=O)Nc3cc(Cl)cc(Cl)c3)CC2)cc1C(N)=O | 2.1
O=C(c1ccc(Cl)c(Cl)c1)N1CCCC(OCCOc2ccccc2)C1 (centres undefined) | -3.3
COc1ccc(NC(=O)CSc2nnc(CNC(=O)COc3ccccc3)n2-c2ccc(Br)cc2)cc1 | -4.6

# An excerpt, so the mix of outcomes need not match the whole.
